Screens from PubChem BioAssay.
NR2E3 agonist: activates human photoreceptor nuclear receptor NR2E3; Q9Y5X4; GST-NR2E3/biotin-RetCOR TR-FRET, 1536-well; inhibition of corepressor binding, % at 4.78 µM; 320,000 tested, 0.12% active; AID 2300;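 active = percent inhibition above the cutoff of mean plus 3 SD of all tested compounds, set per screening campaign, cut at about 20% in these data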;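 also: 0% = DMSO wells and 100% = biotin wells as full block of FRET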
Target sequence (Q9Y5X4 whole entry, looked up): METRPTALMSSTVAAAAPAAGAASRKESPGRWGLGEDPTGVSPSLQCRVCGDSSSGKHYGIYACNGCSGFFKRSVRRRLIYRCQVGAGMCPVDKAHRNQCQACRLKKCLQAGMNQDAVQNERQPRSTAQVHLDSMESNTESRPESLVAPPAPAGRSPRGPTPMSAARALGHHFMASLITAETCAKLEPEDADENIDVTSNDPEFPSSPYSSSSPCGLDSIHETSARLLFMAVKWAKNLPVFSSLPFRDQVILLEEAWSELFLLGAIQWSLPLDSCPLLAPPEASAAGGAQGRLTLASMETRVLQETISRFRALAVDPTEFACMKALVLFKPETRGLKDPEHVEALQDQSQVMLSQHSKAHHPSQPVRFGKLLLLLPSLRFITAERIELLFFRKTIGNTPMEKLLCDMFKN
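Test system – NR2E3–RetCOR corepressor complex · Quantity – NR2E3 fusion 1.35 nM · Buffer or medium – Tris pH 7.5 · Incubation – Compound–protein incubation for 5 h at 4 °C · Technique – TR-FRET, Eu(K)-anti-GST donor, streptavidin-D2 acceptor, ex 340, em 617/671 nm · Evaluation – percent inhibition of 671/617 nm emission ratio versus biotin and DMSO controls · Plate – 1536-well format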
Numbers without * were called inactive.

`O=C(CN1C(=O)/C(=C\c2cccc(Cl)c2)Oc2ccccc21)N1CCN(c2ccccn2)CC1` gave NR2E3 agonist 4.
Screening CCc1nc2sc3c(=O)n(N)cnc3c2c2c1COC(C)(C)C2 returned NR2E3 agonist 2.
`CC(C)(C)OC(=O)NCCCC1=CC2=CC(=O)C(C)(OC(=O)c3ccc(Cl)nc3)C(=O)C2=CO1` (centres undefined) gave NR2E3 agonist 1.
`COc1cc(/C=C/C2=NC(=O)C(C)(C)O2)ccc1O` gave NR2E3 agonist 0.
For CC1=C(C#N)c2nc(N)c(C#N)c(C)c2/C1=C\c1ccc(C)cc1 the results were NR2E3 agonist 1.
For Cc1ccccc1Cn1c(CN2CCN(c3ccc(F)cc3)CC2)nc2c1c(=O)n(C)c(=O)n2C the results were NR2E3 agonist 1.
COc1ccc(C2NC3=C(CCCC3)C(C#N)(C#N)C2(C#N)C#N)cc1 (centres undefined) was read as NR2E3 agonist 3.
For CCOC(=O)N1CCN(C(=O)c2cn(CC)c3cc(N4CCN(C)CC4)c(F)cc3c2=O)CC1 the results were NR2E3 agonist -2.
For COc1ccc(N=c2oc3ccccc3cc2C(=O)Nc2ccccn2)cc1OC the results were NR2E3 agonist 2.
Cc1ccc(-c2nnc(SCC(=O)n3c4c(c5ccccc53)CCCC4)o2)cc1 was read as NR2E3 agonist -2.
`N#Cc1c(NCCO)nc(NCc2ccccc2)c2c1CCN(Cc1ccccc1)C2` gave NR2E3 agonist -1.
`O=C(NCCC1=CCCCC1)c1ccc(Cl)cc1` gave NR2E3 agonist 2.
`O=C(NCCNc1ccc2ccccc2c1)c1cccn2c(=O)c3sccc3nc12` gave NR2E3 agonist 1.
`C/C(CCN1CCc2nc(-c3ccccc3)c(-c3ccccc3)cc2C1)=N\O[C@@H](C)c1cn([C@H](CO)Cc2ccccc2)nn1` gave NR2E3 agonist 1.
COc1ccc(OC)c(CCNC(=O)Cn2sc3nc(C)cc(C)c3c2=O)c1 was read as NR2E3 agonist 2.
Screening C=CCN1/C(=C2/SC(=S)N(C)C2=O)Sc2ccccc21 returned NR2E3 agonist 1.
CCn1c(=O)c(C(=O)Nc2ccsc2C(=O)OC)c(O)c2ccccc21 was read as NR2E3 agonist 4.
`O=C(NCc1ccccn1)c1ccc2nc(-c3ccco3)c(-c3ccco3)nc2c1` gave NR2E3 agonist 10.
For COC(=O)[C@@]12OC[C@]34[C@H]([C@@H](O)[C@@H]1O)[C@@]1(C)C(=O)C(O[C@@H]5OC(CO)[C@@H](O)[C@@H](O)[C@@H]5O)=C[C@@H](C)[C@@H]1C[C@H]3OC(=O)[C@H](OC(=O)/C=C(\C)C(C)(C)OC(C)=O)[C@@H]24 (some centres undefined) the results were NR2E3 agonist -2.
CC1=C(C#N)C(=O)N(C2CCS(=O)(=O)C2)C(=O)/C1=C\c1ccc(C)o1 (centres undefined) was read as NR2E3 agonist 4.

Of the compounds above, these contain fluorine.
For Cc1ccccc1Cn1c(CN2CCN(c3ccc(F)cc3)CC2)nc2c1c(=O)n(C)c(=O)n2C the results were NR2E3 agonist 1.
For CCOC(=O)N1CCN(C(=O)c2cn(CC)c3cc(N4CCN(C)CC4)c(F)cc3c2=O)CC1 the results were NR2E3 agonist -2.

Going on with the list:
For CC1=NN(C(N)=S)C(=O)C1N=Nc1cccc2ccccc12 (centres undefined) the results were NR2E3 agonist -3.
For C[C@H](NC(CCc1ccccc1)C(=O)O)C(=O)N1CCC[C@H]1C(=O)O (some centres undefined) the results were NR2E3 agonist -1.
For COc1cccc(C2C3=C(N=c4s/c(=C\c5ccccc5O)c(=O)n42)c2ccccc2CC3)c1OC (centres undefined) the results were NR2E3 agonist -2.
`Cc1csc(NC(=O)c2sc3nc(-c4cccs4)ccc3c2N)n1` gave NR2E3 agonist 8.
For CCN(CC)S(=O)(=O)c1cc([N+](=O)[O-])ccc1NNC(=O)Nc1ccccc1 the results were NR2E3 agonist 1.
Screening C=C(C(=O)Oc1ccccc1C(C)(C)C)c1ccccc1 returned NR2E3 agonist 2.
For CCOC(=O)CC(NC(=O)Cn1nnc(-c2ccccc2C)n1)c1ccc(OC)cc1 (centres undefined) the results were NR2E3 agonist 0.
For O=S(=O)(c1ccc(S(=O)(=O)N2CCCC2)cc1)N1CCCCC1 the results were NR2E3 agonist 4.
For Cc1c(C(=O)O)c(C(=O)O)nc2ccc(N3CCOCC3)cc12 the results were NR2E3 agonist -2.
Screening COc1cccc(CN2C(=O)C3CCCN3c3ccc(S(=O)(=O)N4CCOCC4)cc32)c1 (centres undefined) returned NR2E3 agonist 2.
For CCOC(=O)c1c(COc2ccccc2)oc2ccc(O)cc12 the results were NR2E3 agonist 0.
For CCOC(=O)c1ccc(NC(=S)Nc2ccccc2N)cc1 the results were NR2E3 agonist 0.
Screening CNC(=O)c1c(N)sc2c1CCCCC2 returned NR2E3 agonist 3.
Screening O=C1CSC(=S)N1/N=C/c1ccc(Cl)c([N+](=O)[O-])c1 returned NR2E3 agonist 3.
`CCOC(=O)c1ccc(-n2c(CC)nc3ccccc3c2=O)cc1` gave NR2E3 agonist -2.
NC(CCCCc1ccccc1)c1cccc2ccccc12 (centres undefined) was read as NR2E3 agonist 0.
Cc1ccc(CN2C(=O)C3CCCN3c3ccc(C#N)cc32)cc1 (centres undefined) was read as NR2E3 agonist -2.
CC#CCN1c2ccccc2[C@]23C[C@@H](C(=O)OC)N(C(=O)c4ccc(Br)cc4)C2=NC(C(=O)OC)=C(C(=O)OC)[C@H]13 was read as NR2E3 agonist 2.
Screening O=C(COc1ccc2ccccc2c1)Nc1nnc(-c2ccco2)s1 returned NR2E3 agonist -1.
For Cc1ccc(OCCOCCn2cnc3ccccc3c2=O)cc1C the results were NR2E3 agonist 0.
Oc1ccc(C=Nc2ccc3ncccc3c2)c(O)c1 was read as NR2E3 agonist 0.
CN(C)CCN1C(=O)C(O)=C(C(=O)c2cc3ccccc3o2)C1c1ccccn1 (centres undefined) was read as NR2E3 agonist 27*.
`O=C(Nc1nnc(-c2cccnc2)o1)c1cccc([N+](=O)[O-])c1` gave NR2E3 agonist 4.
CCC(=O)c1c(OCc2ccccc2)ccc2c(C)cc(=O)oc12 was read as NR2E3 agonist 0.
For COc1ccc(-c2noc(-c3ccc(Cl)cc3)n2)cc1 the results were NR2E3 agonist -2.
`CCC1(C)OCC(Cn2c3ccccc3c3ccccc32)O1` (centres undefined) gave NR2E3 agonist 0.
CN1CCc2c(C#N)c(N3CCCCC3)nc(N3CCOCC3)c2C1 was read as NR2E3 agonist 0.
Cc1sc2c(c1C)CN(C1CC(C)(C)NC(C)(C)C1)CN2C(=O)c1ccco1 was read as NR2E3 agonist -4.
For Cc1noc(/C=C/N(C)C)c1S(=O)(=O)N1CCCC(C(=O)NCc2ccc(F)cc2)C1 (centres undefined) the results were NR2E3 agonist 4.
Screening Cc1cc(NC(=O)CN2CCCCC2C)nc2c1c(=O)oc1ccccc12 (centres undefined) returned NR2E3 agonist 6.
`O=C1C=C(NCCN2CCOCC2)C(=O)c2cnccc21` gave NR2E3 agonist 6.
`CS(=O)(=O)NCc1ccccc1Br` gave NR2E3 agonist -1.
For O=C1c2cccc3cccc(c23)C(=O)N1CCN1CCN(C(=S)Nc2ccc(F)cc2)CC1 the results were NR2E3 agonist -4.
`Cc1ccc(C2/C(=C(/O)c3cnn(-c4ccccc4)c3C)C(=O)C(=O)N2CCCN2CCOCC2)o1` (centres undefined) gave NR2E3 agonist 2.
CCOc1ccc(-c2ccc(SCC(=O)N3CCN(c4ccccc4)CC3)nn2)cc1 was read as NR2E3 agonist 1.
For COc1ccc(-c2csc(NC(=O)COC(=O)c3ccc(Br)o3)n2)cc1 the results were NR2E3 agonist 2.
O=[N+]([O-])c1ccc(-n2cccc2/C=N/Nc2nc(N3CCCCC3)nc(N3CCCCC3)n2)cc1 was read as NR2E3 agonist 1.
CCOCCCn1c(=NC(=O)c2ccc(OC)c(OC)c2)c(C#N)cc2c(=O)n3cccc(C)c3nc21 was read as NR2E3 agonist -2.
Screening COc1ccc2c(Cl)c(C(=O)NCC3CCCO3)sc2c1Cl (centres undefined) returned NR2E3 agonist 3.
Screening COC(=O)N[C@H](CC(C)=O)c1ccccc1 returned NR2E3 agonist 2.
Cc1nnc(NC(=O)CSc2ccc3nnc(-c4cccnc4)n3n2)s1 was read as NR2E3 agonist 4.
O=C(Nc1nc2ccccc2c2nc3ccccc3n12)c1ccc(F)cc1 was read as NR2E3 agonist -3.
COc1ccc(C2C=C(c3ccc(Br)cc3)Nc3nc(NS(C)(=O)=O)nn32)cc1 (centres undefined) was read as NR2E3 agonist 5.
Screening Cc1ccc2oc(=O)c3cc(C(=O)Nc4cc(-c5cccc(F)c5)no4)sc3c2c1 returned NR2E3 agonist -1.
Screening CCCCOC(=O)NS(=O)(=O)c1sc(CC(C)C)cc1-c1ccc(Cn2c(CC)nc3c(C)cc(C)nc32)cc1 returned NR2E3 agonist 1.
`CC1(N2CCOCC2)CC2(O)C(=[N+]1[O-])CCc1nonc12` (centres undefined) gave NR2E3 agonist -1.
C/C(=N\n1nnnc1Nc1ccccc1)c1ccc(N)cc1 was read as NR2E3 agonist 0.
`COc1ccc(N2C(=O)[C@@H]3[C@H](C2=O)[C@H](C(=O)c2ccc(OC(C)=O)cc2)N2N=CC=C[C@@H]32)cc1` gave NR2E3 agonist 0.
Screening COc1ccc2c(c1)c(C(=O)CN1CCN(c3ccccc3)CC1)c(C)n2C returned NR2E3 agonist -6.
`COC(=O)CCC(=O)OC1(C)C(=O)C2=CN(Cc3ccco3)C(c3ccc(OC)cc3)=CC2=C(Br)C1=O` (centres undefined) gave NR2E3 agonist -1.

Filtered by structure: the compounds so far containing a COOH group.
For C[C@H](NC(CCc1ccccc1)C(=O)O)C(=O)N1CCC[C@H]1C(=O)O (some centres undefined) the results were NR2E3 agonist -1.
For Cc1c(C(=O)O)c(C(=O)O)nc2ccc(N3CCOCC3)cc12 the results were NR2E3 agonist -2.

The main list resumes; the 6 compounds before the break are reprinted first.
Screening CCCCOC(=O)NS(=O)(=O)c1sc(CC(C)C)cc1-c1ccc(Cn2c(CC)nc3c(C)cc(C)nc32)cc1 returned NR2E3 agonist 1.
`CC1(N2CCOCC2)CC2(O)C(=[N+]1[O-])CCc1nonc12` (centres undefined) gave NR2E3 agonist -1.
C/C(=N\n1nnnc1Nc1ccccc1)c1ccc(N)cc1 was read as NR2E3 agonist 0.
`COc1ccc(N2C(=O)[C@@H]3[C@H](C2=O)[C@H](C(=O)c2ccc(OC(C)=O)cc2)N2N=CC=C[C@@H]32)cc1` gave NR2E3 agonist 0.
Screening COc1ccc2c(c1)c(C(=O)CN1CCN(c3ccccc3)CC1)c(C)n2C returned NR2E3 agonist -6.
`COC(=O)CCC(=O)OC1(C)C(=O)C2=CN(Cc3ccco3)C(c3ccc(OC)cc3)=CC2=C(Br)C1=O` (centres undefined) gave NR2E3 agonist -1.
Screening Cc1ccc(NC(=O)c2ccccc2OCC(=O)Nc2cccc(Cl)c2C)nc1 returned NR2E3 agonist 2.
O=C(N/N=C/c1ccc(N2CCCCC2)o1)C(O)(c1ccccc1)c1ccccc1 was read as NR2E3 agonist 1.
Screening Cc1ccc(C)n1-c1ccccc1N returned NR2E3 agonist 2.
`CCOC(=O)C(CSCC(=O)c1ccc(Br)cc1)NC(=O)OC(C)(C)C` (centres undefined) gave NR2E3 agonist 4.
For Cc1ccc(Nc2nc(-c3sc(NC(=O)c4cccc(Cl)c4)nc3C)cs2)cc1 the results were NR2E3 agonist -4.
CNC(=O)COC(=O)c1ccc2c(c1)NC(=O)C1CCCN21 (centres undefined) was read as NR2E3 agonist -2.
CCc1ccc2[nH]c(=O)c(CN(Cc3ccc4c(c3)OCO4)C(=O)c3ccco3)cc2c1 was read as NR2E3 agonist 3.
CCCc1[nH]n(-c2ccc([N+](=O)[O-])cc2)c(=O)c1C=NCCN1CCNCC1 was read as NR2E3 agonist 2.
For Oc1ccc(O)c2c1C1c3ccccc3C2c2ccccc21 the results were NR2E3 agonist 0.
`O=S(=O)(Nc1ncccn1)c1ccc(NC(=S)Nc2cccc(Cl)c2)cc1` gave NR2E3 agonist 3.
Screening COc1ccc(-c2noc(-c3cc4ccccc4oc3=O)n2)cc1 returned NR2E3 agonist -1.
For Cc1cc(C)cc(NC(=O)COc2ccc3c(C)c(Cc4ccccc4)c(=O)oc3c2)c1 the results were NR2E3 agonist -3.
Screening CCOC(=O)[C@@H]1[C@H]2COc3ccc(Br)cc3[C@H]2N2C(=O)N(c3ccc(Cl)cc3)C(=O)[C@@]12C returned NR2E3 agonist 4.
Screening S=c1[nH]nc(-c2ccco2)n1/N=C/c1ccccn1 returned NR2E3 agonist -4.
Screening CC(C)(C)N1CCC1C(N)=O (centres undefined) returned NR2E3 agonist 0.
`C#CCOCCOCCOCCNc1nc(N2CCN(C(=O)[C@H](Cc3cc4ccccc4[nH]3)n3cc([C@@H](N)C(C)CC)nn3)CC2)nc(N2CCN(C(=O)[C@H](CCCCN)n3cc([C@@H](N)CO)nn3)CC2)n1` (some centres undefined) gave NR2E3 agonist 2.
CC(C)=CCC12Oc3cc(O)ccc3C1(O)Oc1cc3c(c(O)c1C2=O)C=CC(C)(C)O3 (centres undefined) was read as NR2E3 agonist -2.
Nc1nonc1C(=O)N/N=C/c1ccc(-c2cccc(C(=O)O)c2)o1 was read as NR2E3 agonist -5.
COc1cccc(C2C3=C(N=c4s/c(=C\c5ccc(OCC(=O)O)cc5)c(=O)n42)c2ccccc2CC3)c1 (centres undefined) was read as NR2E3 agonist -1.
For O=C(Nc1ccc2nc(-c3ccco3)c(-c3ccco3)nc2c1)N1CCCCCC1 the results were NR2E3 agonist 11.

Three compounds already listed, ordered by SMILES length, smallest number first:
Screening CNC(=O)c1c(N)sc2c1CCCCC2 returned NR2E3 agonist 3.
For CCOC(=O)N1CCN(C(=O)c2cn(CC)c3cc(N4CCN(C)CC4)c(F)cc3c2=O)CC1 the results were NR2E3 agonist -2.
`C/C(CCN1CCc2nc(-c3ccccc3)c(-c3ccccc3)cc2C1)=N\O[C@@H](C)c1cn([C@H](CO)Cc2ccccc2)nn1` gave NR2E3 agonist 1.

This is a subset, so the mix of outcomes need not match the whole.
